Screens as filed in PubChem BioAssay.
HepG2 tox: kills HepG2 cells in TGF-b inhibitor counter-screen; HepG2 CAGA-GFP viability, ATP luminescence, 18 h; Potency, µM (titrated, usually from 46.1 µM), inactives show at the highest dose activity change, negative = cytotoxicity, actives largely listed as cytotoxic; 0.76% of 410,000 active; also: potency is read from the fitted curve at half-maximal effect; some results filed as inactive show a strong effect at the top dose
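HepG2 CAGA-GFP cells (1000/well, DMEM with 1% FBS) received compound, then TGF-beta at 500 pg/mL final, and were incubated 18 hours at 37 degrees C. Viability was read by CellTiter-Glo luminescence. Media-only wells were set as complete cell-killing and DMSO as no toxicity.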
MCF10A rereplic: DNA re-replication induction in MCF 10a cells; MCF 10A DNA re-replication, Hoechst nuclear intensity, 48 h; Potency, µM (series often up to 46.1 µM), for the others: top-dose activity, positive = re-replication, usual class: activators; 2.9% of 350,000 active; AID 624296; also: potency is read from the fitted curve at half-maximal effect; % of control where 0% means no effect; nearly all actives have a fitted effect of over 50% in size
A549 tox: kills or reduces viability of A549 cells in Nrf2 counter-screen. A549 ARE-Fluc cells, CellTiter-Fluor viability, 18-24 h. Potency, µM (top dose mostly 46 µM), for the others: at the highest dose activity change, negative = cytotoxicity, hits mostly inhibitors. 0.16% of 390,000 active. AID 504648; also: potency is read from the fitted curve at half-maximal effect; % is scaled to controls: 0 for no effect and ±100 for the full control effect
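Cytotoxicity counterscreen: CellTiter-Fluor fluorescence was measured in A549 ARE_Fluc cells after 18-24 h of compound exposure in a concentration series. The subsequent BugLite luminescent read reports ARE-luciferase activity.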
ATXN2 expr inh: reduces ATXN2 reporter expression in HEK-293 cells; 0.72% of 360,000 active; AID 1745845; HEK-293 ATXN2-luciferase reporter, luminescence, 24 h; Potency, µM (doses to about 57 µM), inactives show at the highest dose activity change, negative = inhibition, actives largely listed as inhibitors; also: potency is read from the fitted curve at half-maximal effect; % is scaled to controls: 0 for no effect and ±100 for the full control effect; nearly all actives have a fitted effect of over 55% in size
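ATXN2-luciferase reporter cells (luciferase flanked by upstream and downstream ATXN2 gene portions) were treated 24 h at 37 °C with compounds at up to 57 uM. SteadyGlo luminescence gave expression; GF-AFC fluorescence gave viability.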
Nrf2 activator: activators of Nrf2 (ARE) signaling. AREc32 ARE-luciferase reporter (MCF7-derived line), luminescence, 24 h. Potency, µM (series often up to 46.1 µM), inactives show at the highest dose activation, usual class: activators. 0.31% of 410,000 active. AID 624171; also: potency is read from the fitted curve at half-maximal effect; % of control where 0% means no effect; nearly all actives have a fitted effect of over 65% in size
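Luciferase luminescence (Steady-Glo, 30 min at room temperature) served as the read-out of ARE activation in AREc32 cells treated with compounds for 24 hr at 37 deg C.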
Nrf2 inh: Nrf2 pathway inhibition; A549 ARE-Fluc reporter, luciferase luminescence, 18-24 h; Potency, µM (series often up to 46 µM), for the others: at the highest dose activity change, negative = inhibition, usual class: inhibitors; AID 504444; 2.1% of 360,000 active; also: potency is read from the fitted curve at half-maximal effect; % is scaled to controls: 0 for no effect and ±100 for the full control effect; nearly all actives have a fitted effect of over 60% in size
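A549 ARE_Fluc cells (5000/well, 5% FBS OPTI-MEM) pre-incubated 2 h, then treated with compounds 18-24 h at 37C/5% CO2 in concentration-response. CellTiter-Fluor viability read first; BugLite luciferase luminescence after 15 min at room temperature gives Nrf2 activity.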
IL-1B inflam inh: inhibitors of inflammasome signaling (IL-1 beta secretion); AID 743279; activity change, % at 57.5 µM; 4.7% of 360,000 active; THP-1 LPS/ATP IL-1B secretion, AlphaLISA, 16 h; hits give low values; in the data active = activity change below about -50%; inconclusive = mostly about -30% to -49%; also: % is scaled to controls: 0 for no effect and ±100 for the full control effect
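THP-1 cells pretreated 1 hr with compounds (up to 57.5 uM final), then stimulated with LPS (250 ng/mL final) plus ATP (1.25 mM final); secreted IL-1B measured by AlphaLISA after 16 hr, decreased signal indicating inhibition.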
TGFb SMAD3 inh: inhibitors of TGF-b signaling | Potency, µM (doses to about 46.1 µM), for the others: at the highest dose activity, negative = inhibition, usual class: inhibitors | HepG2 CAGA-GFP TGF-b/SMAD3 reporter, GFP fluorescence, 18 h; TGF-beta stimulated, 500 pg/mL final | 1.2% of 410,000 active | AID 588855; also: potency is read from the fitted curve at half-maximal effect; % is scaled to controls: 0 for no effect and ±100 for the full control effect; nearly all actives have a fitted effect of over 65% in size
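HEPG2 CAGA-GFP cells (1000/well, DMEM with 1% FBS) were pre-incubated 2 h at 37 degrees C, given compound by pin tool, then stimulated with TGF-beta at 500 pg/mL final for 18 h before per-cell GFP fluorescence imaging.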
ATXN viability: reduces viability in counter-screen for ATXN expression inhibitors | 0.49% of 400,000 active | S2 cells (HEK-293 line with an ATXN2-luciferase reporter) viability, CellTiter-Fluor protease fluorescence, 24 h | AID 651635 | Potency, µM (doses to about 56.7 µM), usual class: cytotoxic; also: potency is read from the fitted curve at half-maximal effect; nearly all actives have a fitted effect of over 40% in size
Active calls of the source: *; i = inactive; ? = inconclusive; · = not tested or not shown; [ ] = another dose, or the depositor's remark. Unless noted, calls follow the shape of the dose curve; as a rule, active = well fitted curve in the direction sought with a large enough effect; inconclusive = small, poorly fitted or top-dose-only effect, or another doubt; inactive = no such curve, though single readings can be large; an effect the other way counts as inactive or inconclusive. Random draw from the library; about 8.8% have a hit in one of these screens.

Each structure is followed by: HepG2 tox | MCF10A rereplic | A549 tox | ATXN2 expr inh | Nrf2 activator | Nrf2 inh | IL-1B inflam inh | TGFb SMAD3 inh | ATXN viability
> COc1ccc(S(=O)(=O)N2CCC(C(=O)NC(c3nc4ccccc4[nH]3)C(C)C)CC2)cc1 (stereo unspecified)
→ 0% | ? | -12% | 5% | -0.6% | -14% | 0 | -17% | ?
> CN(C)CCOCCOc1ccc(Cl)cc1C(C)(C)C
→ -28% | 12% | 10% | -27% | 4.5% | 30% | -56* | -23% | i
> Cc1cc(C(F)F)n2nc(C(=O)O)nc2n1
→ -6% | 5% | 10% | 8% | 0.1% | 0% | -2 | 15% | i
> Cn1ccnc1SCC(=O)c1ccc([N+](=O)[O-])cc1
→ 3% | -6% | 3% | -3%[11.3 µM] | 2.3% | 4% | -15 | 4% | i
> CC(C)c1ccc(-c2csc3nc[nH]c(=O)c23)cc1
→ -15% | -6% | 8% | · | 16% | -4% | 18 | ? | i
> COc1ccc(NC(=O)CSc2ccc3ccccc3c2)cc1S(=O)(=O)N1CCCCC1
→ 4% | ? | -13% | -21% | 2.7% | 7.3µM* | -4 | 0% | i
> Cc1cc(N(C)/N=C/c2ccccc2O)nc(-c2ccccc2O)n1
→ -3% | ? | -3% | 16% | 0.6% | 20% | 30 | 23% | ?
> O=C(Cc1cccs1)N(CC1CCCO1)C1(C(=O)NC2CCCC2)CCCCC1 (stereo unspecified)
→ -4% | 9% | -10% | -25% | -0.3% | 5% | -18 | -13% | i
> CCSc1nnc(NC(=O)COc2ccc(Cl)cc2)s1
→ 4% | -6% | 4% | -14% | -0.1% | -19% | -2 | 2% | i
> COc1ccc(Cn2c(C(=O)O)c(CNCc3ccc(C)o3)c3ccc(C)cc32)cc1
→ -32% | · | ? | -31% | 9.9% | -9% | · | -26% | ·
> CCn1c(CNc2ccc(F)cc2)nnc1SCC#N
→ -15% | 1% | 9% | -26% | 2.0% | 3% | 13 | -4% | i
> O=C(CSc1nc(-c2ccccc2Cl)ns1)NCc1ccco1
→ -7% | 1% | -3% | 4% | ? | -4% | 0 | 0% | i
> COc1cc(NC(=O)CCc2c(C)nc3nc(C)nn3c2C)cc(OC)c1
→ -3% | 3% | -15% | 0% | 0.2% | ? | -19 | ? | i
> CCOC(=O)C1CCCN(c2c(Nc3ccc(OCC)cc3)c(=O)c2=O)C1 (stereo unspecified)
→ -2% | 14% | 1% | 8% | 0.5% | 12% | -2 | -14% | i
> CCC(C(=O)N1CCN(c2ccc(OC)cc2)CC1)n1nc(C)n2c(cc3occc32)c1=O (stereo unspecified)
→ -20% | · | 0% | -33% | 4.4% | -29% | · | 10µM* | ?

Gathered by group, those above with fluorine (2)
Each structure is followed by: HepG2 tox | MCF10A rereplic | A549 tox | ATXN2 expr inh | Nrf2 activator | Nrf2 inh | IL-1B inflam inh | TGFb SMAD3 inh | ATXN viability
> Cc1cc(C(F)F)n2nc(C(=O)O)nc2n1
→ -6% | 5% | 10% | 8% | 0.1% | 0% | -2 | 15% | i
> CCn1c(CNc2ccc(F)cc2)nnc1SCC#N
→ -15% | 1% | 9% | -26% | 2.0% | 3% | 13 | -4% | i

(continued)
Each structure is followed by: HepG2 tox | MCF10A rereplic | A549 tox | ATXN2 expr inh | Nrf2 activator | Nrf2 inh | IL-1B inflam inh | TGFb SMAD3 inh | ATXN viability
> Cc1cc(C)cc(OCC(=O)N/N=C\c2cn(C)nc2C)c1
→ 20% | -6% | 2% | -13% | 0.4% | 2% | 3 | -4% | i
> Fc1ccc(-n2ncc3c(N4CCCCCC4)ncnc32)cc1
→ -13% | · | 8% | 113%[activator] | 0.4% | · | · | 1% | i
> C=CCNc1cc(C)oc(=O)c1C(=O)CCC
→ -3% | ? | -1% | -1% | 0.3% | -15% | -18 | 0% | i
> CN=C(Nc1cc(C)nn1-c1ccccc1)c1ccccc1
→ -3% | 3% | 1% | 0% | -1.1% | 2% | 6 | -7% | i
> O=C(Nc1ccc(NC(=O)C2CC2)nc1)c1cccs1
→ -25% | 7% | 1% | 28% | 0.1% | 7% | -5 | ? | i
> Cn1c(SCc2ccc(F)cc2Cl)nc2ccccc2c1=O
→ -37% | ? | -2% | -33% | 2.9% | ? | 45 | -5% | i
> CCN(CC)C1=N/C(=C\c2ccc(OC)cc2)C(=O)N1c1ccccc1
→ 10% | 18µM* | -16% | 5% | -0.2% | ? | ? | -17% | i
> CC(C)(C)C(=O)Nc1ccc(C(=O)NCc2cccnc2)cc1
→ 11% | -6% | ? | 24% | 7.0% | ? | -4 | -8% | i
> O=C(c1cnn(Cc2ccccc2)c1)N1CCN(S(=O)(=O)/C=C/c2ccccc2)CC1
→ -4% | -1% | -2% | 1% | 1.2% | -26% | ? | ? | i
> Cc1ccccc1OCc1nnc(SCc2cc(=O)c3ccccc3[nH]2)n1C
→ -9% | · | -7% | -27% | 2.6% | · | · | ? | i
> O=C(COC(=O)c1cccnc1Cl)NC1CCCCCC1
→ 10% | 2% | 2% | 2% | 0.3% | 22% | 6 | -1% | i
> O=C(Cc1ccc(Cl)cc1)NNC(=O)Nc1cccc2ccccc12
→ 17% | 4% | -2% | -7% | -0.4% | · | -14 | 19% | i
> Nc1cc(C(=O)OCC(=O)NNC(=O)c2ccccc2F)ccc1Cl
→ -44% | -2% | 0% | -7% | 0.5% | -2% | 7 | 29% | i
> COc1ccc(NC(=O)CSc2nnc(N)n2CC(=O)Nc2ccc(OC)cc2)cc1
→ -1% | 11% | 9% | -17% | -0.3% | 3% | 30 | 11% | i
> Cc1ccc(NC(=O)c2sc(N)nc2C)cc1
→ -8% | -5% | -2% | 28% | 0.5% | ? | 9 | 4% | i
> CCN(Cc1ccncc1)C(=O)c1cc(COc2c(F)cccc2F)on1
→ -7% | 12% | -1% | -1% | -0.3% | -12% | -5 | 8% | i
> CCOC(=O)CNC(=S)N(Cc1ccccc1)Cc1cccnc1
→ -12% | -3% | 1% | -12% | -0.5% | 5% | -25 | 6% | i
> CCCN(CCC)S(=O)(=O)c1ccc(C(=O)NNC(=O)c2cc(OC)c(OC)c(OC)c2)cc1
→ -13% | ? | 2% | -7% | 2.2% | 6% | 11 | 2% | i
> O=C(c1coc2ccccc2c1=O)N1CCN(c2cccc(C(F)(F)F)c2)CC1
→ -3% | 11% | -25% | -13% | 0.2% | ? | -5 | -29% | i
> CCc1ccc(NC(=O)CCc2c(C)nn(-c3ccc(N4CCOCC4)nn3)c2C)cc1
→ -19% | ? | 11% | · | 5.9% | ? | -13 | -15% | i
> O=C(c1ccccc1)C1CCN(CC(=O)N2CCN(c3ccccc3)CC2)CC1
→ -23% | 13% | 10% | · | -1.0% | ? | 3 | 11% | i
> Nc1nc(Sc2ccc([N+](=O)[O-])c3nonc23)c2[nH]cnc2n1
→ -50% | ? | ? | 14µM* | ? | ? | -119* | ? | ·
> O=C(Nc1ccccc1)Nc1ccc(Oc2ncnc3cc(Cl)ccc23)nc1
→ -16% | 0% | -1% | -2% | 0.2% | -12% | 30 | -3% | i
> CC(C)C[C@@H]1CC2=C(C(=O)OC(C)(C)O2)[C@H](c2ccc(Cl)cc2)O1
→ · | · | · | -2% | -0.4% | · | -9 | · | i
> COc1cccc(NC(=O)Nc2ccc(F)cc2)c1
→ -44% | · | · | · | 3.5% | · | -27 | -10% | i
> CCCC(NC(=O)c1ccco1)c1nc2ccccc2[nH]1 (stereo unspecified)
→ -5% | ? | 9% | 2% | -0.8% | -12% | 0 | 3% | i
> O=C1CCC(NC(=O)c2ccccc2)C(=O)N1 (stereo unspecified)
→ 8% | -2% | 2% | 32% | 0.3% | 3% | 6 | 9% | i
> OCCN(CCO)CC(O)CN(c1ccccc1)c1ccccc1 (stereo unspecified)
→ -1% | -1% | -13% | 21% | 0.1% | 0% | -11 | 0% | i
> CC(=O)N1CCCc2ccc(NS(=O)(=O)c3ccccc3)cc21
→ -25% | 20% | 3% | 9% | 2.6% | 8% | 35 | -6% | i
> COC(=O)c1nnn(-c2nonc2N)c1CSc1ccccn1
→ -15% | -1% | -8% | -7% | -0.2% | -8% | 6 | -3% | i

Compound profiles (already shown). Order of values: HepG2 tox	MCF10A rereplic	A549 tox	ATXN2 expr inh	Nrf2 activator	Nrf2 inh	IL-1B inflam inh	TGFb SMAD3 inh	ATXN viability
Record of `CCc1ccc(NC(=O)CCc2c(C)nn(-c3ccc(N4CCOCC4)nn3)c2C)cc1` : -19%	?	11%	·	5.9%	?	-13	-15%	i
Record of `OCCN(CCO)CC(O)CN(c1ccccc1)c1ccccc1` (stereo unspecified) : -1%	-1%	-13%	21%	0.1%	0%	-11	0%	i
Record of `CC(=O)N1CCCc2ccc(NS(=O)(=O)c3ccccc3)cc21` : -25%	20%	3%	9%	2.6%	8%	35	-6%	i
Record of `O=C(c1ccccc1)C1CCN(CC(=O)N2CCN(c3ccccc3)CC2)CC1` : -23%	13%	10%	·	-1.0%	?	3	11%	i
Record of `CC(C)C[C@@H]1CC2=C(C(=O)OC(C)(C)O2)[C@H](c2ccc(Cl)cc2)O1` : ·	·	·	-2%	-0.4%	·	-9	·	i
